TGFb SMAD3 inh = TGF-b pathway inhibition; AID 588855; Potency, µM (titrated, usually from 46.1 µM), without a hit: at the highest dose activity, negative = inhibition, usual class: inhibitors; HepG2 CAGA-GFP TGF-b/SMAD3 reporter, GFP fluorescence, 18 h; TGF-beta stimulated, 500 pg/mL final; hit rate 1.2% among 410,000; also: potency is read from the fitted curve at half-maximal effect; % is scaled to controls: 0 for no effect and ±100 for the full control effect; nearly all actives have a fitted effect of over 65% in size
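Inhibition was scored as loss of TGF-beta-induced (500 pg/mL final, 18 hours, 37 degrees C) GFP in HEPG2 cells carrying a CAGA-GFP reporter, in DMEM with 1% FBS. Well GFP was summed per cell; Activity was normalised to unstimulated and stimulated DMSO wells, then concentration-response fitting.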
Nrf2 activator = activators of Nrf2 (ARE) signaling; AREc32 ARE-luciferase reporter (MCF7-derived line), luminescence, 24 h; hit rate 0.31% among 410,000; AID 624171; Potency, µM (titrated, usually from 46.1 µM), inactives show at the top dose activation, usual class: activators; also: potency is read from the fitted curve at half-maximal effect; % of control where 0% means no effect; nearly all actives have a fitted effect of over 65% in size
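Nrf2 activation is followed as ARE-luciferase induction in the AREc32 line after one day of compound treatment; luminescence is read with Steady-Glo.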
pAkt inh = inhibitors of Akt phosphorylation. Neuro2A IGF-stimulated pAkt S473 HTRF, 20 min; hits give low values. hit rate 0.32% among 360,000. activity change, % for hits at 50 µM; in the data active = activity change below about -80%; inconclusive = mostly about -51% to -80%; also: % is scaled to controls: 0 for no effect and ±100 for the full control effect
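Neuro2A cells (4,500/well, DMEM with 0.5% FBS) were treated with compound at a single 50 µM final concentration, stimulated with 6 nM IGF for 20 min at 37 °C, and lysed. Phospho-Akt Ser473 was read by HTRF as 665/615 ratio ×10^4.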
HepG2 tox = counter-screen for TGF-b inhibitors: cytotoxicity in HepG2 cells. HepG2 CAGA-GFP viability, ATP luminescence, 18 h. Potency, µM (top dose mostly 46.1 µM), for the others: at the highest dose activity change, negative = cytotoxicity, actives largely listed as cytotoxic. hit rate 0.76% among 410,000; also: potency is read from the fitted curve at half-maximal effect; some results filed as inactive show a strong effect at the top dose
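HepG2 CAGA-GFP cells (1000/well, DMEM with 1% FBS) received compound, then TGF-beta at 500 pg/mL final, and were incubated 18 hours at 37 degrees C. Viability was read by CellTiter-Glo luminescence. Media-only wells were set as complete cell-killing and DMSO as no toxicity.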
Mm-Cpn inhibitor = blocks the Methanococcus maripaludis chaperonin Mm-Cpn; purified Mm-Cpn ATPase, ADP Transcreener TR-FRET; Potency, µM (series often up to 76.9 µM), without a hit: at the top dose activity, negative = inhibition, hits mostly inhibitors; hit rate 0.031% among 330,000; AID 504842; also: potency is read from the fitted curve at half-maximal effect; % is scaled to controls: 0 for no effect and ±100 for the full control effect; nearly all actives have a fitted effect of over 80% in size
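Purified archaeal Mm-CPN (25nM final) preincubated 10 min at 37degC with compound, then 10uM ATP for 30 min at 37degC; ADP measured by HTRF Transcreener TR-FRET; buffer 30 mM TRIS pH 7.4, 100mM KCl, 5mM MgCl2, 1mM DTT.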
A549 viability = kills or reduces viability of A549 cells in Nrf2 counter-screen; A549 ARE-Fluc cells, CellTiter-Fluor viability, 18-24 h; Potency, µM (series often up to 46 µM), inactives show top-dose activity change, negative = cytotoxicity, hits mostly inhibitors; hit rate 0.16% among 390,000; AID 504648; also: potency is read from the fitted curve at half-maximal effect; % is scaled to controls: 0 for no effect and ±100 for the full control effect
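Cytotoxicity counterscreen: CellTiter-Fluor fluorescence was measured in A549 ARE_Fluc cells after 18-24 h of compound exposure in a concentration series. The subsequent BugLite luminescent read reports ARE-luciferase activity.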
CCT modulator = modulators of cytosolic chaperonin (CCT/TRiC) activity; hit rate 0.3% among 360,000; purified chaperonin ATPase assay, HTRF ADP detection, 30 min; activity change, % (concentration not given with the values), hits read low; in the data active = activity change below about -30%; also: % is scaled to controls: 0 for no effect and ±100 for the full control effect
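We incubate TRiC, 40 or 20 nM final, with library compounds at 76 uM and 10 uM ATP for 30 min at 37 °C. ADP formed is detected with Transcreener HTRF reagents after 30 min at room temperature.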
Abeta yeast res = compounds reversing amyloid beta toxicity in yeast. hit rate 0.063% among 410,000. Potency, µM (doses to about 46.1 µM), for inactives: top-dose growth rescue, most hits filed as activators. yeast expressing A-beta42, growth rescue, OD600, 48 h; response scale: 0% DMSO, 100% iron-clioquinol control. AID 1347071; also: potency is read from the fitted curve at half-maximal effect; nearly all actives have a fitted effect of over 55% in size
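Yeast growth medium received pinned compounds, then yeast cells expressing toxic A-beta were added; plates incubated at 30 C for 48 hr. Growth read as absorbance at 600 nm, normalized to DMSO and equimolar FeCl3 plus clioquinol controls.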
Nrf2 inh = blocks Nrf2 signaling | A549 ARE-Fluc reporter, luciferase luminescence, 18-24 h | Potency, µM (highest dose often 46 µM), without a hit: at the top dose activity change, negative = inhibition, usual class: inhibitors | hit rate 2.1% among 360,000 | AID 504444; also: potency is read from the fitted curve at half-maximal effect; % is scaled to controls: 0 for no effect and ±100 for the full control effect; nearly all actives have a fitted effect of over 60% in size
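Nrf2 function is reported as luminescence of an ARE-controlled luciferase in A549 cells. Compounds were tested at several concentrations, and a CellTiter-Fluor read on the same wells flagged cytotoxicity.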
Starred values were filed as active, the others as inactive; i = inactive; ? = inconclusive; · = not tested or not shown; [ ] = dose if it differs, or a comment. Unless noted, calls follow the shape of the dose curve; as a rule, active = well fitted curve in the direction sought with a large enough effect; inconclusive = small, poorly fitted or top-dose-only effect, or another doubt; inactive = no such curve, though single readings can be large; an effect the other way counts as inactive or inconclusive.

SMILES	TGFb SMAD3 inh	Nrf2 activator	pAkt inh	HepG2 tox	Mm-Cpn inhibitor	A549 viability	CCT modulator	Abeta yeast res	Nrf2 inh
O=C(Nc1ccccc1)OCCCCOC(=O)Nc1ccccc1	0%	-0.4%	i	-7%	·	-9%	-3.1	10%	0%
Cc1cccc2[nH]c(SCC(=O)O)nc12	9%	1.9%	i	11%	0%	-4%	-2.9	3%	-3%
CC(=O)c1cccc(NC(=O)c2cc(C)no2)c1	-2%	0.4%	i	-12%	-10%	0%	-1.6	-10%	6%
COc1cc(/C=C/c2cc[n+](C)cc2)ccc1OCC(=O)Nc1ccc(Cl)c(Cl)c1	?	6.4%	i	-6%	-3%	-4%	1.2	-49%[inhibitor]	?
Cc1cc(C)cc(OCC(=O)NNC(=S)NC(=O)C2CC2)c1	-21%	-0.9%	i	-12%	5%	-5%	-1.0	-77%[inhibitor]	?
c1ccc(C2(c3ccccc3)OCC(Cn3cncn3)O2)cc1 (stereo not given)	16%	-0.1%	i	-4%	1%	-2%	-0.2	-27%	-2%
O=C(c1ccccc1)c1cnc(Nc2ccc(Cl)c(Cl)c2)s1	26%	-0.3%	i	-33%	0%	-4%	-1.4	-2%	7%
O=C(COc1ccc(Cl)cc1Cl)NCc1ccco1	2%	6.3%	i	11%	1%	7%	1.4	-11%	11%
O=C1NCCN1CCNS(=O)(=O)c1cc(C(F)(F)F)cc(C(F)(F)F)c1	-1%	0.4%	i	2%	-4%	-6%	0.1	0%	3%
O=C(c1cnn2c(C(F)F)cc(C3CC3)nc12)N1CCc2ccccc2C1	21%	14%	i	-3%	0%	1%	0.9	5%	-3%
O=C(O)c1cccnc1Sc1ccc(Br)cc1	-5%	-0.9%	i	-12%	-2%	0%	0.6	-3%	-10%
CC(C)NS(=O)(=O)c1ccc(OCC(=O)N2CCN(c3cccc(Cl)c3)CC2)cc1	?	5.1%	·	-28%	·	?	·	-2%	?
O=[N+]([O-])c1ccc(S(=O)(=O)Nc2ccc3c(c2)OCCO3)cc1	-5%	0.5%	i	-16%	1%	10%	-3.6	17%	-6%
Cc1ccc(C)c(CN2C(=O)c3ccccc3S(=O)c3ccc(C(=O)N(C)Cc4ccccc4)cc32)c1 (stereo not given)	?	0.3%	·	-32%	·	-26%	·	-8%	21µM*
O=C1NC(Cc2ccccc2)c2nc3cc(Cl)ccc3c(=O)n2-c2ncccc21 (stereo not given)	3%	2.9%	i	14%	·	·	0.2	-4%	·
COc1ccc(-c2ccc(NS(=O)(=O)c3ccc(NC(C)=O)cc3)cc2)nn1	27%	3.9%	·	-4%	·	6%	·	7%	·
Cc1ccc(S(=O)(=O)c2nnn3c2nc(N2CCN(c4cccc(C)c4C)CC2)c2ccccc23)cc1C	0%	0.7%	·	8%	·	5%	·	-9%	?
Cc1ccc(C)c(N2CCN(c3nc4c(S(=O)(=O)c5ccccc5)nnn4c4ccc(Cl)cc34)CC2)c1	-9%	-0.8%	·	-20%	·	-10%	·	-19%	?
CN(C(=O)C1Cc2c(-c3ccc(Cl)cc3)ccnc2O1)c1ccccc1 (stereo not given)	16%	0.3%[9.22 µM]	i	4%	·	·	1.0	1%	·
Cc1cc(OCC(=O)NCCCN(C)C)cc(C)c1Br	0%	-0.3%	i	-31%	2%	1%	-0.7	1%	-1%
S=c1[nH]nc(Cc2ccc(Cl)cc2)n1-c1ccc2c(c1)OCCO2	1%	-0.3%	i	4%	0%	-6%	-0.7	10%	0%
Cc1ccc(OCC(=O)Nc2cccc(C)n2)c(C)c1	3%	-0.2%	i	-14%	-2%	3%	1.2	-8%	?
Cc1ccc(NC(=O)c2sc3nc(CCl)[nH]c(=O)c3c2C)c(C)c1	0%	7.9%	i	-1%	1%	-13%	0.5	-22%	?
O=[N+]([O-])c1ccc(O)c(/C=N/NC(=S)Nc2ccc(Cl)cc2Cl)c1	?	2.7%	i	-5%	1%	-1%	3.4	25%	8%
Cc1c(C(=O)OCC(=O)NC2CC2)oc2ccc(Br)cc12	6%	-0.4%	i	-1%	-10%	-1%	-3.8	4%	1%
O=C(Nc1ccc([N+](=O)[O-])cn1)c1ccc(Br)o1	11%	2.4%	i	-5%	-7%	2%	1.3	5%	13%
CC(=O)c1sc(NC(=O)CCNC(=O)c2ccco2)nc1-c1ccccc1	?	3.6%	i	-28%	-13%	0%	-3.8	6%	-4%
C=CCn1c(N)c(-c2nc3ccccc3n2C)sc1=S	?	0.7%	i	-2%	-2%	-2%	-0.2	-5%	-5%
CCC1CCc2c(sc(NC(=O)c3ccoc3C)c2C(N)=O)C1 (stereo not given)	-13%	11%	i	-62%	?	-17%	-1.7	-1%	2%
COc1ccc(NC(=O)CSc2nc(NS(=O)(=O)c3ccccc3)cc(=O)[nH]2)cc1	2%	0.1%	i	-7%	0%	3%	-2.0	-3%	-9%
O=C(NCCCl)NNc1c(Cl)cc(Cl)cc1Cl	-4%	2.1%	i	8%	-1%	6%	-4.6	-16%	?
CCOc1ccc(S(=O)(=O)Nc2cc(SCC(=O)O)c(O)c3ccccc23)cc1	5µM*	-1.2%	i	13µM*	-1%	-19%	1.1	-5%	?
Cc1cc(C)n(-c2nc(NCc3cccnc3)c3c4c(sc3n2)COC(C)(C)C4)n1	?	2.4%	i	-39%	0%	-1%	-2.0	18%	2%
Nc1c(N2CCN(c3ccccc3)CC2)c2ccccc2oc1=O	6%	-0.2%	i	-29%	0%	12%	-3.1	-8%	·
COc1ccc(C(CNC(=O)c2cc(F)c(F)c(F)c2F)N2CCOCC2)cc1 (stereo not given)	-20%	0.2%	i	-24%	-5%	-2%	-0.3	-14%	?
C[C@H](CO)N1C[C@H](C)[C@@H](CN(C)C)Oc2c(NS(=O)(=O)c3cccs3)cccc2C1=O	-18%	-0.3%	i	-28%	0%	6%	-1.3	6%	5%
Cc1ccc(S(=O)(=O)Nc2ccc(C(=O)NCc3cccnc3)cc2)cc1	-3%	-0.6%	i	0%	1%	3%	1.1	7%	-5%
CC(=O)Nc1ccc(NC(=O)c2ccccc2N(C)S(=O)(=O)c2ccc(C)cc2)cc1	0%	-0.7%	i	-25%	-1%	13%	-3.0	-15%	-40%
O=C(NCC(c1ccc(F)cc1)N1CCOCC1)c1c(F)cccc1F (stereo not given)	-3%	0.4%	i	-1%	-11%	-3%	0.9	2%	-1%
COc1ccc(C(=O)N[C@H](C(=O)OCn2nnc3ccccc3c2=O)C(C)C)cc1	-9%	-0.7%	i	7%	1%	1%	-4.0	-10%	1%
Cc1ccc(S(=O)(=O)/N=C/c2ccco2)cc1	-4%	-0.6%	i	-4%	0%	-1%	-0.7	0%	3%
CCN1CCN(C(=S)NCCOC)CC1	4%	-0.5%	i	-1%	0%	-2%	-0.5	18%	13%
O=c1ccc(-c2ccccc2)nn1Cc1ccc(F)cc1	?	2.0%	i	-47%	0%	8%	1.8	2%	5%
CC(NC(=O)C1CCN(C(=O)c2ccc(F)cc2)CC1)c1ccc(S(N)(=O)=O)cc1 (stereo not given)	-6%	-0.5%	i	9%	-1%	1%	0.7	7%	16%
CN(CC(=O)Nc1ccccc1Cl)C(=O)COC(=O)CNC(=O)c1ccc(Br)o1	-9%	-0.1%	i	-6%	·	5%	-0.7	4%	1%
NC(=O)C1CCN(C(=O)C2CC(=O)N(c3ccc(F)cc3)C2)CC1 (stereo not given)	2%	0.1%	i	-7%	4%	0%	1.1	-8%	8%
O=C1Nc2cc(C(=O)N3CCN(c4ccc(F)cc4)CC3)ccc2NC1CSCc1cccc(F)c1 (stereo not given)	-3%	-0.1%	i	0%	-1%	-2%	-1.1	-11%	-2%

No new results follow: entries from further up.
SMILES	TGFb SMAD3 inh	Nrf2 activator	pAkt inh	HepG2 tox	Mm-Cpn inhibitor	A549 viability	CCT modulator	Abeta yeast res	Nrf2 inh
O=C(NCCCl)NNc1c(Cl)cc(Cl)cc1Cl	-4%	2.1%	i	8%	-1%	6%	-4.6	-16%	?
CCOc1ccc(S(=O)(=O)Nc2cc(SCC(=O)O)c(O)c3ccccc23)cc1	5µM*	-1.2%	i	13µM*	-1%	-19%	1.1	-5%	?
Cc1cc(C)n(-c2nc(NCc3cccnc3)c3c4c(sc3n2)COC(C)(C)C4)n1	?	2.4%	i	-39%	0%	-1%	-2.0	18%	2%
Nc1c(N2CCN(c3ccccc3)CC2)c2ccccc2oc1=O	6%	-0.2%	i	-29%	0%	12%	-3.1	-8%	·
COc1ccc(C(CNC(=O)c2cc(F)c(F)c(F)c2F)N2CCOCC2)cc1 (stereo not given)	-20%	0.2%	i	-24%	-5%	-2%	-0.3	-14%	?
C[C@H](CO)N1C[C@H](C)[C@@H](CN(C)C)Oc2c(NS(=O)(=O)c3cccs3)cccc2C1=O	-18%	-0.3%	i	-28%	0%	6%	-1.3	6%	5%
Cc1ccc(S(=O)(=O)Nc2ccc(C(=O)NCc3cccnc3)cc2)cc1	-3%	-0.6%	i	0%	1%	3%	1.1	7%	-5%
CC(=O)Nc1ccc(NC(=O)c2ccccc2N(C)S(=O)(=O)c2ccc(C)cc2)cc1	0%	-0.7%	i	-25%	-1%	13%	-3.0	-15%	-40%
O=C(NCC(c1ccc(F)cc1)N1CCOCC1)c1c(F)cccc1F (stereo not given)	-3%	0.4%	i	-1%	-11%	-3%	0.9	2%	-1%
